Screens from PubChem BioAssay.
NOD1 NF-kB reporter: NOD1 signaling inhibitors, primary screen, cell-based, luminescence, uHTS (AID 1578); NOD1-driven NF-kB luciferase reporter cells, luminescence; higher % means a stronger effect; one-dose inhibition, % at 4 µM; EC50 in µM for titrated hits; 290,000 tested, 1% active; in the data active = inhibition mostly above about 36%, no sharp cut-off; inactive = mostly below about 34%;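 note: HEK-293T reporter cells stimulated with the NOD1 agonist gamma-tri-DAP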
Insulin prom up: MIN6 insulin promoter up-regulation | z-score at 5 µM | MIN6 insulin promoter-GFP reporter, high-content imaging; hits give high values | AID 1625 | 190,000 tested, 0.3% active;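 active = z-score above 3 at 5 µM with at least 500 cells counted in the well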
Yfh1-off respiration: mitochondrial function rescue without frataxin homolog – Friedreich's ataxia, plus single-dose screen, dose response (AID 1465) | S. cerevisiae Yfh1-off respiration, WST-1 reduction, 72 h; higher fold induction means a stronger effect | 220,000 tested, 0.074% active | fold induction at 50 µM; hits with a dose series show EC50 in µM;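 active = fold induction of absorbance versus untreated yeast above a set limit, then at least 30% activation at any dose in follow-up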;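 note: activators that raise dye reduction in frataxin-depleted yeast; strong numbers were not always called active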
MT stabilize HCS: microtubule stabilization, imaging screen | % tubulin-high responders, % at 10 µM | HeLa tubulin immunostaining HCS, 24 h; share of cells brighter than vehicle mean+2SD | 200,000 tested, 0.83% active;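 active = plate Z-score above 3 for both tubulin-high and condensed-nucleus cell shares, with cell loss under 80%, at 10 µM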;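 note: anti alpha tubulin signal scored within the nucleus-defined area of each cell; some results filed as inactive read as strong as hits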
Dynein cargo inh: dynein cargo transport inhibition; z-score, hits read low; 220,000 tested, 0.47% active; AID 1381; 3617.4 mouse cells, GR-EGFP nuclear translocation imaging; test concentration mostly 20 µM; stimulated with dexamethasone, 1 µM; hits give low values;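 active = plate z-score of nuclear minus cytoplasmic receptor signal below a set negative limit, without overly bright fluorescence or cell loss, cut at about -3.5 in these data, passing the limit was not always enough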;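 note: z-score of nuclear minus cytoplasmic ring GR-EGFP intensity difference per well; some compounds called inactive have numbers as strong as hits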
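Buffer or medium – tet-free medium with charcoal-stripped serum · Signal – automated 10x imaging of fixed Hoechst-stained cells · Also added – dexamethasone agonist, 1.0 µM final, for 30 min · Incubation – induction 48 h, compound 1 h, agonist 30 min · Read-out – GR-EGFP nuclear translocation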
Autophagy HCS: autophagy modulation, high-content screen; MEF GFP-LC3 puncta imaging; test concentration mostly 10 µM; calls only at 10 µM (by protocol); 190,000 tested, 0.98% active; AID 463193;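 active = percentage of spot-positive cells more than 3 SD above its plate mean, without a fluorescence outlier flag or 80% toxicity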;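 note: spot-positive cell cutoff set from DMSO-treated cells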
P. falciparum M17LAP: P. falciparum M17LAP inhibitors, primary screen, biochemical, fluorogenic H-Leu-NHMec substrate, 1536-well (AID 1619); 220,000 tested, 0.38% active; recombinant M17LAP, H-Leu-NHMec fluorogenic kinetic assay; higher % means a stronger effect; inhibition, % at 30 µM, or IC50 in µM where a hit was titrated;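 active = compound inhibiting the enzyme by more than half at any dose during confirmatory dose-response retesting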;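 note: plate controls were full reaction with DMSO carrier for no effect and no enzyme background for full effect; strong numbers were not always called active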
NOD2 inhibition: NOD2 signaling inhibitors, cell-based, luminescence, uHTS, HEK293 (AID 1566) | HEK293 NOD2/NF-kB luciferase reporter, luminescence; higher % means a stronger effect | inhibition, % at 4 µM; hits with a dose series show EC50 in µM | 290,000 tested, 0.63% active; in the data active = inhibition above about 50%; note: many of its hits are not listed in these tables
b-catenin transl: beta-catenin nuclear translocation modulation; 190,000 tested, 0.3% active; nuclear translocation activity, % at 5 µM; HeLa beta-catenin nuclear translocation, immunofluorescence imaging;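 active = nuclear translocation activity above 50% at 5 µM, with a well cell count of 50 or more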;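 note: per-cell ratio of nuclear to cytoplasmic median beta-catenin stain intensity; plate controls were DMSO negative control for no effect and GSK-3 inhibitor IX positive control for full effect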
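Technique: fluorescence imaging of beta-catenin antibody stain plus DAPI / Material: human HeLa cell line / Incubation: compound treatment 24 h, 37°C, 5% CO2 / Read-out basis: % activation of per-cell nuclear versus cytoplasmic median beta-catenin signal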
Dynein cargo inh cytoplasmic EGFP: recorded beside Dynein cargo inh, whose call it bears; z-score; measured here: cytoplasmic GR-EGFP intensity; hits give high values
Dynein cargo inh nuclear GR-EGFP: also measured in Dynein cargo inh; calls as there; z-score; measured here: nuclear GR-EGFP intensity;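 lower value marks the stronger effect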
Dynein cargo inh cell count: second read-out of Dynein cargo inh, no call of its own (marks repeat the call); z-score; measured here: cell count per field
Insulin prom up cell count: recorded beside Insulin prom up, whose call it bears; cell count; measured here: cytotoxicity, nuclei count;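 total cells summed across four imaged fields per well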
b-catenin transl cell count 5 µM: second read-out of b-catenin transl, no call of its own (marks repeat the call); cell count; measured here: cell count, cytotoxicity flag
MT stabilize HCS Hoechst-high %: recorded beside MT stabilize HCS, whose call it bears; % Hoechst-high responders; measured here: nuclear condensation Hoechst responders;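 share of cells brighter than vehicle mean plus two SD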
MT stabilize HCS cytotoxicity %: further read-out of MT stabilize HCS, marked with its call; toxicity, %; measured here: cytotoxicity by cell density;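 0% = mean cell density of plate MIN control wells and 100% = no cells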
Autophagy HCS cell loss 18 h: also measured in Autophagy HCS; calls as there; toxicity, %; measured here: cell loss, nuclei count;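 cell loss after 18 h compound exposure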
* = called active by the depositor; i = inactive; . = not tested or not shown; + = active, no number. This is a subset. The share of hits here may be higher or lower than overall.

Structure	NOD1 NF-kB reporter	Insulin prom up	Insulin prom up cell count	Yfh1-off respiration	MT stabilize HCS	MT stabilize HCS Hoechst-high %	MT stabilize HCS cytotoxicity %	Dynein cargo inh	Dynein cargo inh cytoplasmic EGFP	Dynein cargo inh nuclear GR-EGFP	Dynein cargo inh cell count	Autophagy HCS	Autophagy HCS cell loss 18 h	P. falciparum M17LAP	NOD2 inhibition	b-catenin transl	b-catenin transl cell count 5 µM
COc1ccc(CN2C(=O)CS/C2=N/N=C/c2cccs2)cc1	4%	-1.2	1177	i	.	.	.	-0.094	-0.013	0.43	0.2	.	.	-3%	-22%	0.4	1272
Cc1cccc(N2CCN(c3cccc(C)c3)C2c2cccnc2)c1	4%	.	.	i	5.0	2.9	5.1	-0.049	-0.19	0.35	-0.25	i	8	-4%	2%	0.0	1083
C1CCC(C23CC4CC(CC(C4)C2)C3)NC1 (stereo not given)	-22%	-0.26	1288	i	3.1	1.4	6.2	2.4	-0.12	1.2	-1.6	i	-1	-4%	0%	-1.7	1193
S=c1[nH]nc(COc2ccccc2)n1/N=C/C(Cl)=C/c1ccccc1	16%	-0.11	1502	i	4.6	1.4	1.9	3.3	-0.17	1.9	-1.8	i	5	4%	21%	2.8	1349
O=C(N/N=C/c1ccc([N+](=O)[O-])o1)c1ccc(O)cc1	7%	.	.	i	2.4	0.8	3.2	0.81	-0.2	0.81	-0.17	i	23	32%	7%	.	.
COc1cc(CCN2C(=O)c3cccc4cccc(c34)C2=O)c(S(=O)(=O)N2CCCCCC2)cc1OC	-18%	-1.8	1163	i	3.5	2.3	11	0.19	-0.25	0.25	-0.15	i	36	2%	13%	1.7	1050
C=CCc1ccc(OCCCCCN2CCOCC2)c(OC)c1	12%	-0.24	1194	i	2.2	4.3	8.2	-0.14	-0.16	0.19	0.076	i	6	2%	19%	2.1	1408
CC1(c2ccc(Cl)cc2)NC(=O)N(CC(=O)NC(=O)NCc2ccco2)C1=O (stereo not given)	-12%	-0.3	1283	i	3.5	2.5	9.2	1.3	-0.13	-0.18	-1.1	i	-3	16%	7%	-1.9	1027
Nc1ccccc1OCP(=O)(c1ccccc1)c1ccccc1	-26%	-0.12	1240	i	2.3	3.3	2.8	-0.12	-0.31	-0.25	0.2	i	10	-7%	17%	0.6	550
COc1cccc(/C(O)=C2/C(=O)C(=O)N(CCCN(C)C)C2c2cccc(Cl)c2)c1 (stereo not given)	-3%	0.42	1045	.	.	.	.	.	.	.	.	.	.	.	9%	-14	996
Cc1cc(C)c(NC(=O)CSc2nncn2-c2cccnc2)c(C)c1	-32%	-0.24	1243	i	3.9	3.1	6.7	-0.64	-0.22	-0.25	0.42	i	-1	8%	12%	-3.0	1138
C=CCOc1cccc(C(=O)N2CCCC(CCC(=O)NCc3ccccc3F)C2)c1 (stereo not given)	-1%	0.35	1429	i	2.2	1.8	17	0.24	-0.33	-0.2	0.28	i	-5	-3%	1%	1.0	1398
O=C(O)C1CCCCC1C(=O)NCCC(c1ccccc1)c1ccccc1 (stereo not given)	39%	0.23	1613	i	4.0	1.8	8.0	-0.9	-0.15	-1.1	-0.16	i	1	18%	9%	0.9	1315
Cc1onc(-c2ccccc2)c1C(=O)c1c[nH]c(C(=O)NCCCN2CCOCC2)c1	-8%	-0.15	1348	i	1.8	1.6	3.3	-0.056	-0.28	0.13	0.2	i	-2	-1%	20%	0.7	1095
CCC(=O)c1cc(F)c(N2CCN(S(=O)(=O)c3ccc(C)cc3)CC2)cc1C	-5%	-4	954	i	1.8	1.1	5.9	-0.43	-0.067	-0.071	-0.024	i	17	-4%	24%	-1.4	959
COc1ccccc1CNC(=O)/C=C/c1ccc(S(=O)(=O)NCc2ccco2)cc1	-18%	-0.06	1203	i	2.6	2.7	2.6	0.036	-0.3	-0.32	0.42	i	8	-13%	-7%	-3.6	560
CCOC(=O)c1nnn(CC(=O)Nc2cc(Cl)ccc2C)c1C(=O)OCC	1%	.	.	i	1.4	0.9	9.1	-0.4	0.18	0.13	0.44	i	2	6%	-5%	-0.1	1028
C/C=C(\C)C(=O)Nc1cccc(C2=NOC3(C2)C[C@H](C(N)=O)N(C(=O)C(c2ccccc2)c2ccccc2)C3)c1 (stereo not given in full)	-12%	-0.64	1022	i	.	.	.	0.26	-0.84	0.23	0.15	.	.	6%	0%	0.2	1191
COc1ccc2oc(=O)c(C(=O)n3ccc(C)n3)cc2c1	-15%	0.52	884	i	2.4	1.3	2.6	-0.49	0.19	-0.12	0.92	i	42	-38%	-3%	-0.9	1164
CCOC(=O)N1CCN(C(=O)COc2ccc([N+](=O)[O-])cc2)CC1	-11%	-0.28	1488	i	2.1	1.3	7.9	0.27	0.28	0.45	0.53	i	-9	6%	9%	-2.7	902
Cn1c(/C(C#N)=C/c2ccc(-c3ccc(S(N)(=O)=O)cc3)o2)nc2ccccc21	32%	.	.	i	1.4	2.0	8.9	6.2	34	7.9	-3.7	+	13*	17%	18%	-1.5	982
CCCOc1ccc(NC(=O)CC2C(=O)N(C)C(=S)N2Cc2ccc3c(c2)OCO3)cc1 (stereo not given)	-27%	-0.59	2086	i	4.3	3.0	5.2	-0.14	-0.25	-0.44	-0.048	i	14	6%	-26%	0.6	956
O=C1C=C(NCc2ccco2)CC(c2ccc(Cl)cc2)C1 (stereo not given)	-9%	-0.38	1060	i	6.9	4.6	23	0.041	-0.24	0.12	0.33	i	7	20%	-13%	.	.
COc1ccc(C(C(O)C(=O)c2c[nH]c3ccccc23)N2CCN(c3ccccc3)CC2)cc1 (stereo not given)	-8%	-0.01	1930	.	3.7	2.6	11	0.41	-0.3	0.51	-0.0023	i	8	1%	0%	-0.6	1082
CC1CC(C)CN(CCCNC(=O)c2cn(C)c3ccc(S(=O)(=O)N4CCCC4)cc3c2=O)C1 (stereo not given)	7%	0.46	1118	i	.	.	.	-0.1	-0.12	0.35	0.075	.	.	2%	9%	-2.5	1423
N=C1C(c2ccccc2)=C(O)CN1c1cccc(S(N)(=O)=O)c1	-18%	-0.1	1302	i	1.7	2.5	12	0.0039	-0.23	0.052	0.36	i	-6	-3%	2%	0.1	909
Cc1ccc(NC(=O)c2nc[nH]c2C(=O)N2CCOCC2)c(C(=O)c2ccccc2)c1	-25%	.	.	i	.	.	.	-0.44	-0.3	0.074	0.41	i	13	11%	16%	0.3	1558
O=C(/C=C\Nc1ccc2c(c1)OCO2)c1ccc(Cl)s1	-36%	-0.35	1434	i	7.0	3.3	10	0.22	-0.0058	0.46	1.2	i	8	-1%	-110%	0.7	1180
O=C(Nc1cccc(S(=O)(=O)N2CCCCC2)c1)c1ccc(S(=O)(=O)C(F)F)cc1	-30%	-0.53	1394	i	3.5	1.2	9.7	-0.49	-0.35	-0.23	-0.0093	i	3	5%	16%	-2.0	1006
O=C(/C=C/c1ccc2c(c1)OCO2)NCc1ccc(F)cc1	-25%	0.76	1282	i	1.9	2.4	11	-0.25	-0.22	-0.095	-0.34	i	-5	12%	-7%	-5.1	609
Cc1ccc(-c2nc(SCC(=O)NCC3CCCO3)c(-c3ccc(C)cc3)[nH]2)cc1 (stereo not given)	-15%	0.41	1259	i	3.5	2.8	1.1	-1.1	-0.27	0.31	0.61	i	13	-6%	13%	0.7	538
CCOC(=O)Nc1sc2c(c1C(=O)OCC)CCC2	-8%	1.1	766	i	1.5	1.6	13	0.39	0.042	0.6	-0.52	i	2	0%	9%	-3.8	1101
CC(C)CC(=O)N1CCN(C(=O)c2cccc(F)c2)CC1	-11%	-0.02	1145	i	2.7	1.4	6.5	-0.25	-0.31	0.022	0.37	i	19	-7%	-8%	0.0	1139
COc1ccc2sc(SCCCS(=O)(=O)O)[n+](CCCS(=O)(=O)[O-])c2c1	8%	-0.25	1230	i	2.3	2.7	4.9	-0.5	-0.11	-0.053	0.21	i	2	-26%	16%	2.9	1052
FC(F)(F)c1cnc(-n2cc[nH]c2=S)c(Cl)c1	-15%	0.25	922	i	1.4	1.1	5.3	-0.25	-0.22	-0.29	0.19	i	5	0%	2%	.	.
CCSc1nnc(-c2ccc(C)cc2)c2ccccc12	-8%	-1.4	1495	i	5.5	2.6	5.5	0.11	-0.21	-0.073	-0.15	i	27	-4%	21%	1.1	1113
COc1ccc2c(c1)[nH]c1c(=O)n(CCCN3CCOCC3)cnc12	-5%	-0.52	887	i	1.1	1.2	1.1	1.9	0.15	1.2	-0.96	i	-4	4%	8%	0.2	1162
CN1CCN(C(=S)NC(=O)c2ccc(C(C)(C)C)cc2)CC1	-21%	0.05	1105	i	2.5	2.2	5.4	-0.45	-0.1	-0.57	0.84	i	-4	8%	-8%	-0.7	574
